BAP1 block: inhibitors of human BAP1 deubiquitinase; recombinant BAP1, Ub-AMC hydrolysis fluorescence kinetic; active compounds read low; activity remaining (% of control), % at 20 µM; 0.48% of 72,000 active; AID 436;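 active means activity remaining at or below 50% of control, provided the compound also passes the data quality filters; inactive means the rest, including low values that fail the filters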;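 further: 100% = DMSO wells rate and 0% = substrate alone blank rate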
HePTP inh: inhibitors of human HePTP phosphatase. recombinant HePTP phosphatase activity, OD absorbance. inhibition, % at 20 µM. 0.64% of 110,000 active. AID 521; in the data active means inhibition above about 50%;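 further: plate controls were vehicle for no effect and reference inhibitor for full effect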
Target sequence (P35236 whole entry, looked up): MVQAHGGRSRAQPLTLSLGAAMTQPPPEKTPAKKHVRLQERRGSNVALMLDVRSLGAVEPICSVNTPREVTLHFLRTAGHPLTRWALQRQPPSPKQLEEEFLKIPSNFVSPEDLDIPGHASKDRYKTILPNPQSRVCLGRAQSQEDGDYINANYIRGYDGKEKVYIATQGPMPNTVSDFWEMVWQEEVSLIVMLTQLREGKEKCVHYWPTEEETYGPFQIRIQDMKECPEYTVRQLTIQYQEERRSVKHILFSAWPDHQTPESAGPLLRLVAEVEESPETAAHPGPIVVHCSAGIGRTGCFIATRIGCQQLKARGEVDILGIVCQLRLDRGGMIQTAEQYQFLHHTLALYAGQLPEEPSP
* hit, by the source's call; . = no result given.

COc1ccc(-c2nc(C#N)c(N3CC(C)OC(C)C3)o2)cc1OC (stereo not drawn)
  BAP1 block = .	HePTP inh = 3
CCOC(=O)N1CCN(S(=O)(=O)Cc2ccccc2)CC1
  BAP1 block = 109	HePTP inh = 3
CCCS(=O)(=O)N1CCN(Cc2ccccc2C(F)(F)F)CC1
  BAP1 block = 132	HePTP inh = 8
CCc1ccc(CN2CCN(Cc3cccc(OC)c3OC)CC2)cc1
  BAP1 block = .	HePTP inh = 6
Cc1cccc(C(=O)Nc2ccccc2)c1
  BAP1 block = .	HePTP inh = -6
COc1ccc(C(=O)C(CO)Oc2ccccc2OC)cc1OC (stereo not drawn)
  BAP1 block = 101	HePTP inh = 7
O=C(NC(NC(=S)Nc1ccc(Cl)cc1)C(Cl)(Cl)Cl)c1ccccc1F (stereo not drawn)
  BAP1 block = .	HePTP inh = 6
N#Cc1c(N)nc2c(c1-c1ccc(F)cc1)CCCC2
  BAP1 block = .	HePTP inh = 0
COC(=O)COc1ccc(S(=O)(=O)NCC2CCCO2)cc1Cl (stereo not drawn)
  BAP1 block = 101	HePTP inh = 5
Cc1cccc(NC(=O)c2cnc3n(c2=O)CCS3)c1
  BAP1 block = 96	HePTP inh = .
COc1cc(C2C3C(=O)N(c4ccc(F)cc4)C(=O)C3ON2c2ccccc2)ccc1O (stereo not drawn)
  BAP1 block = 126	HePTP inh = 8
COc1cc([N+](=O)[O-])ccc1N1C(=O)C2C3C=CC(C4CC34)C2C1=O (stereo not drawn)
  BAP1 block = .	HePTP inh = 6
Cn1c(=O)c2c(nc(NCCCO)n2C/C=C/c2ccccc2)n(C)c1=O
  BAP1 block = 62	HePTP inh = 7
COc1ccc(C(=O)Nc2nc(-c3cccs3)cs2)cc1
  BAP1 block = 89	HePTP inh = -10
NC(=O)c1ccc(C2SCC(=O)N2Cc2ccccc2)cc1 (stereo not drawn)
  BAP1 block = 105	HePTP inh = 8

CC1(C)CC(=O)C2=C(C1)Nc1ccccc1N(C(=O)c1ccc(Cl)cc1)C2c1ccccn1 (stereo not drawn)
  BAP1 block = .	HePTP inh = 1
O=S(=O)(Nc1ccc2c(c1)nc1n2CCN(Cc2ccccc2)C1)c1ccc(F)cc1
  BAP1 block = 68	HePTP inh = 4
Cc1ccc(C)c(N(C(=O)CCC(=O)Nc2cc(C)on2)C(C(=O)NC2CCCC2)c2ccco2)c1 (stereo not drawn)
  BAP1 block = 97	HePTP inh = 4
COC(=O)C1=C(C)N(Cc2ccco2)C(=O)/C1=C\c1ccc(O)c(OC)c1
  BAP1 block = .	HePTP inh = 3
CCSc1nnc(NC(=O)c2csc(C)c2)s1
  BAP1 block = 92	HePTP inh = 10
COc1ccc(C2C(C(=O)OC(C)C)=C(C)N=c3s/c(=C\c4cc(OC)ccc4OC)c(=O)n32)cc1 (stereo not drawn)
  BAP1 block = .	HePTP inh = -9
COc1ccc(CNC(=O)C2CCN(S(=O)(=O)c3c(C)n[nH]c3C)CC2)cc1
  BAP1 block = 98	HePTP inh = 0
CC1=NN(C(N)=S)C2(O)CC3C(C12)C3(C)C (stereo not drawn)
  BAP1 block = .	HePTP inh = 8
O=C(c1ccccc1)c1coc2ccc(O)c(CN3CCOCC3)c12
  BAP1 block = 108	HePTP inh = 9
CCC(=O)N1CCN(c2ccc([N+](=O)[O-])cc2)CC1
  BAP1 block = .	HePTP inh = -4
Cc1ccc(N2C(=O)c3cccnc3C2=O)cc1C
  BAP1 block = .	HePTP inh = 14
COC(=O)c1[nH]c2ccc(Cl)cc2c1NC(=O)CN1CCC(C(N)=O)CC1
  BAP1 block = 61	HePTP inh = 3
CS(=O)(=O)N1CCN(Cc2cccc3ccccc23)CC1
  BAP1 block = .	HePTP inh = 7
Cc1cccc(C(=O)Nc2sc3c(c2C(=O)NCc2ccco2)CCCCC3)c1
  BAP1 block = .	HePTP inh = 12
COc1cc(NC(=O)c2cc3nc(-c4ccccc4)cc(C)n3n2)c(OC)cc1Cl
  BAP1 block = .	HePTP inh = 45

As a short view, 3 of the compounds above:
CS(=O)(=O)N1CCN(Cc2cccc3ccccc23)CC1
  BAP1 block = .	HePTP inh = 7
Cc1cccc(C(=O)Nc2sc3c(c2C(=O)NCc2ccco2)CCCCC3)c1
  BAP1 block = .	HePTP inh = 12
COc1cc(NC(=O)c2cc3nc(-c4ccccc4)cc(C)n3n2)c(OC)cc1Cl
  BAP1 block = .	HePTP inh = 45

Entries of single compounds from above. Values in the order: BAP1 block | HePTP inh
CC1=NN(C(N)=S)C2(O)CC3C(C12)C3(C)C (stereo not drawn) as listed: . | 8
COC(=O)C1=C(C)N(Cc2ccco2)C(=O)/C1=C\c1ccc(O)c(OC)c1 as listed: . | 3
CC1(C)CC(=O)C2=C(C1)Nc1ccccc1N(C(=O)c1ccc(Cl)cc1)C2c1ccccn1 (stereo not drawn) as listed: . | 1
Cc1cccc(C(=O)Nc2sc3c(c2C(=O)NCc2ccco2)CCCCC3)c1 as listed: . | 12

3 structures already listed, ordered by formula weight, smallest number first:
CS(=O)(=O)N1CCN(Cc2cccc3ccccc23)CC1
  BAP1 block = .	HePTP inh = 7
COC(=O)C1=C(C)N(Cc2ccco2)C(=O)/C1=C\c1ccc(O)c(OC)c1
  BAP1 block = .	HePTP inh = 3
Cc1cccc(C(=O)Nc2sc3c(c2C(=O)NCc2ccco2)CCCCC3)c1
  BAP1 block = .	HePTP inh = 12

Following part:
Under each structure – BAP1 block, HePTP inh
- CNCC[C@H](Oc1ccc(C(F)(F)F)cc1)c1ccccc1
  95, .
- COc1cc(OC)c(C2N(C)c3ccccc3N2C)cc1OC
  96, 6
- CCc1cccc(C)c1NS(=O)(=O)c1ccc(F)cc1
  ., 6
- Cc1ccc2c(Cl)c(C(=O)N3CCc4ccccc4C3)sc2c1
  ., -1
- Cc1c(C(c2cc3c(cc2Br)OCO3)c2c(C)n(C)n(-c3ccccc3)c2=O)c(=O)n(-c2ccccc2)n1C
  ., -2
- CCCNC(=O)Cn1cccc1C(=O)c1ccccc1
  98, 6
- COc1ccccc1CNC(=O)Cc1ccc(Cl)cc1
  ., -17
- NC(N)=NS(=O)(=O)c1ccc(NC(=O)c2cccc([N+](=O)[O-])c2)cc1
  ., -10
- O=C(CCCOc1ccc(Cl)cc1Cl)Nc1ccc([N+](=O)[O-])cc1Cl
  ., 4
- Clc1ccc2nc(CN3CCCc4ccccc43)cn2c1
  88, 6

(further entries)
Under each structure – BAP1 block, HePTP inh
- COc1ccc(C(CNC(=O)COc2ccccc2C#N)N2CCOCC2)cc1 (stereo not drawn)
  113, 11
- Cc1c(-c2ccccc2)nc2ccccc2c1C(=O)NCCCc1ccccc1
  ., 8
- Cc1ccccc1NC(=O)/C=C/c1ccc(F)cc1
  ., -10
- Cc1c(NC(=O)/C=C\C(=O)O)c(=O)n(-c2ccccc2)n1C
  ., 2
- C/C(=N/NC(=O)c1c[nH]c2ccccc12)c1cccc(NC(=O)c2ccco2)c1
  ., -7
- Cc1ccc(C)c2[nH]c(=O)c(C(c3nnnn3C3CCCC3)N3CCOCC3)cc12 (stereo not drawn)
  87, 2
- COC(=O)c1ccc(C(=O)OC)c(NC(=O)Nc2ccc(Cl)c(Cl)c2)c1
  ., 8
- CN(Cc1ccccc1)C(=O)c1cc2n(n1)C(C(F)(F)F)CC(c1ccccc1)N2 (stereo not drawn)
  107, .
- CCn1c(SCC(=O)Nc2nc(C)c(C)s2)nnc1-c1cccnc1
  104, 9
- Cn1c(Cc2ccccc2)nnc1SCC(=O)N1CCN(c2ccccc2)CC1
  104, -4

4 entries picked at random from the list so far, as already listed:
Under each structure – BAP1 block, HePTP inh
- Cc1c(-c2ccccc2)nc2ccccc2c1C(=O)NCCCc1ccccc1
  ., 8
- COc1ccc(C(CNC(=O)COc2ccccc2C#N)N2CCOCC2)cc1 (stereo not drawn)
  113, 11
- CCn1c(SCC(=O)Nc2nc(C)c(C)s2)nnc1-c1cccnc1
  104, 9
- COC(=O)c1ccc(C(=O)OC)c(NC(=O)Nc2ccc(Cl)c(Cl)c2)c1
  ., 8

Other structures
Under each structure – BAP1 block, HePTP inh
- CC1CCCCC1NS(=O)(=O)c1ccc(-n2cnnn2)cc1 (stereo not drawn)
  93, -5
- CN1CCN(CCCNC(=O)c2cc3c(=O)n(C)c4ccccc4c3s2)CC1
  103, 2
- O=C1Nc2ccc(Br)cc2C1=Cc1nc2ccccc2c(=O)n1-c1ccc(C(=O)O)cc1
  ., 13
- CCCSC1=N/C(=C\c2ccsc2)C(=O)S1
  83, 7
- COc1ccc(NC(=O)COc2ccc(C)c(C)c2)cc1
  ., -8
- CCn1c(SC/C=C/c2ccccc2)nnc1-c1cccs1
  85, 4
- COc1ccc(C2CC(=O)C3=C(C2)Nc2ccccc2NC3c2ccc(OC(C)=O)cc2)cc1 (stereo not drawn)
  ., 7
- Cn1c(COc2ccccc2)nnc1SCc1cc(=O)[nH]c2ccccc12
  93, 6
- CCOC(=O)c1ccccc1NC(=O)CN(c1ccc(C)cc1)S(=O)(=O)c1ccc(F)cc1
  ., 5
- CC(=O)Nc1ccccc1C(=O)N1CCc2ccccc21
  107, -6

Next structures follow:
Under each structure – BAP1 block, HePTP inh
- COc1cc(NC(=O)c2ccco2)c(OC)cc1NC(=O)Nc1cccc(Cl)c1
  66, -2
- CCOc1ccc(C(=O)Nc2cc(-c3nc4ncccc4o3)ccc2C)cc1[N+](=O)[O-]
  ., 8
- CCOc1ccc2nc(NC(=O)C3CCCN(S(=O)(=O)c4cccs4)C3)sc2c1 (stereo not drawn)
  ., 1
- Cn1c(C(=O)NCC2CCCO2)cc2c(=O)[nH]c3ccccc3c21 (stereo not drawn)
  103, -1
- COc1ccccc1N1CCN(C(=O)CSc2nc3ccccc3c(=O)n2CC2CCCO2)CC1 (stereo not drawn)
  94, 2
- COC(=O)C1=C(C)NC2=C(C(=O)CC(c3ccc(OC)cc3)C2)C1c1cc(OC)ccc1OC (stereo not drawn)
  ., 4
- COc1ccc(CN2CCN(Cc3cc(OC)c(OC)cc3OC)CC2)c(OC)c1
  ., 6
- Cc1ccc(Cl)cc1N1CCN(C(=O)C2CCC(=O)N2C(C)C)CC1 (stereo not drawn)
  86, 2
- O=C(Nc1c(C(=O)Nc2ccc(Br)cc2)cnn1-c1ccccc1)c1cccc(F)c1
  ., 10
- CC1CSc2nnc(CCc3ccccc3)n21 (stereo not drawn)
  91, 2
- COc1ccc(C2(C(=O)NCCCN3CCOCC3)CCOCC2)cc1
  104, 8
- COc1cccc(NC(=O)Cn2cnc3sc(C)c(S(=O)(=O)N4CCN(C)CC4)c3c2=O)c1
  ., 2
- [O-]/[N+](=C/c1cccnc1)c1ccc(Br)cc1
  90, 7

Assay outcomes as filed in PubChem BioAssay.

Outcome played no part in choosing rows, and some 0.79% of all compounds hit somewhere here.
